Bioassay records (PubChem)
DNA FID counter: displaces DNA intercalator in HCV helicase counter-screen. AID 1845. 290,000 compounds, 0.17% hits. inhibition, % at 7.9 µM. DNA fluorescent intercalator displacement, fluorescence; in the data active = inhibition above about 37%;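 also: 0% = vehicle and 100% = reference compound; higher means more ethidium bromide displaced from hairpin DNA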
VIM-2 inhibitor: blocks Pseudomonas aeruginosa VIM-2 metallo-beta-lactamase; purified VIM-2, nitrocefin hydrolysis, epi-absorbance fluorescence; inhibition, % at 5.6 µM; 290,000 compounds, 0.89% hits;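 active = inhibition above the mean of all tested compounds plus 3 SD, cutoff set per screening run, cut at about 7.5% in these data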;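 also: red hydrolysis product quenches plate fluorescence so inhibitors raise well fluorescence; 0% = enzyme with DMSO and 100% = DMSO without enzyme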
MEKK2mut PB1 HTS: signal of MEK5 binding to mutant human MEKK2 PB1 domain. bead flow cytometry, Alexa488-MEK5 binding to MEKK2 mutant. percent response, % at 10 µM. 290,000 compounds, 0.35% hits; in the data active = percent response above about 24%, passing the limit was not always enough; also: inactives centre near 1; some results filed as inactive read as strong as hits; reference of the scale not given here
IMP-1 inhibitor: inhibitors of Pseudomonas aeruginosa IMP-1 metallo-beta-lactamase; purified IMP-1, nitrocefin hydrolysis, epi-absorbance fluorescence; AID 1556; 290,000 compounds, 0.45% hits; inhibition, % at 5.6 µM;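 active = inhibition above the mean plus 3 SD of all compounds in the same screening run, cut at about 4.5% in these data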;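 also: 0% = IMP-1 with DMSO and 100% = DMSO wells lacking enzyme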
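system = purified recombinant IMP-1 beta-lactamase | amount = 0.2 nM IMP-1, as dispensed | medium = HEPES buffer pH 7.1 with ZnSO4 and Brij 35 | times = 25 °C, 15 min preincubation, 25 min reaction | detection = plate fluorescence quenching by hydrolysis product, ex 480/em 530 nm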
NALP1 inh: NALP1 inhibition. S. cerevisiae NALP1/ASC/caspase-1 growth, X-gal OD620, 72 h. inhibition, % at 10 µM. 280,000 compounds, 0.61% hits. AID 2071; in the data active = inhibition mostly above about 24%, no sharp cut-off; inactive = mostly below about 32%; also: some compounds called inactive have numbers as strong as hits
PfM18AAP inh: PfM18AAP enzyme inhibition; recombinant PfM18AAP, H-Glu-NHMec fluorogenic cleavage; inhibition, % at 7.35 µM; 290,000 compounds, 1.2% hits;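 active = inhibition above the campaign mean inhibition over all tested compounds plus 3 SD, cut at about 28% in these data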;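 also: 0% = plate median of test compound wells and 100% = 2 mM ZnCl2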
SUMO HTRF inh: blocks human SUMOylation mediated by UBC9. P63279. HTRF SUMOylation assay, SAE1/SAE2 + UBC9, in vitro. inhibition, % at 35 µM. 290,000 compounds, 0.36% hits. AID 2006; in the data active = inhibition above about 50%, passing the limit was not always enough; also: strong numbers were not always called active
Target sequence (P63279 whole entry, looked up): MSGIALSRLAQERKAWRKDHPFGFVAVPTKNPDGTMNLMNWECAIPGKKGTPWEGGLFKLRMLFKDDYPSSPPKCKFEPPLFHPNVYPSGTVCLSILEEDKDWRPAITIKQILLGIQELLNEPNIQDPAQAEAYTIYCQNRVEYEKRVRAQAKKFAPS
MEKK2wt PB1 HTS: raises or lowers MEK5 binding to wildtype human MEKK2 PB1 domain; Q9Y2U5; bead flow cytometry, Alexa488-MEK5 binding to MEKK2 WT; actives lie on both sides; binding response (% of control), % at 10 µM; 290,000 compounds, 1.1% hits; AID 1531; in the data active = binding response below about 67% or above about 130%
HCV NS3 hel inh: blocks Hepatitis C virus NS3 helicase unwinding | NS3 helicase DNA unwinding, Cy5 molecular beacon fluorescence | inhibition, % at 10.9 µM | 290,000 compounds, 0.56% hits;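 active = inhibition above the mean of all tested compounds plus 3 SD, set per campaign, cut at about 35% in these data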;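 also: 0% = DMSO wells and 100% = thioflavine S control wells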
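Assay system – hepatitis C virus NS3 helicase domain fragment enzyme · Buffer or medium – MOPS pH 6.5, MgCl2, DTT, Tween20, BSA · Reagent – Cy5/quencher beacon DNA duplex and ATP to start · Compound – single 10.9 µM dose · Timing – 1 h at 25 °C · Technique – Cy5 beacon fluorescence read at start and 1 h · Measure – % inhibition of unwinding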
Active calls of the source: *; . = no result given.

SMILES | DNA FID counter | VIM-2 inhibitor | MEKK2mut PB1 HTS | IMP-1 inhibitor | NALP1 inh | PfM18AAP inh | SUMO HTRF inh | MEKK2wt PB1 HTS | HCV NS3 hel inh
CSCCC(NC(=O)c1ccc(Cl)cc1)C(=O)OCC(=O)c1ccc[nH]1 (centres undefined) | -10 | -3.3 | 6 | -4.1 | 37 | -2 | 2 | 89 | 8
CCCOc1ccc(C2C(C(=O)c3ccco3)=C(O)C(=O)N2CCN2CCOCC2)cc1OC (centres undefined) | -7 | -2.8 | . | -3.5 | 6 | 6 | 8 | . | 8
CCC(=O)Nc1nnc(S(=O)(=O)N(CC)c2cc(C)cc(C)c2)s1 | -17 | -3.2 | 5 | -4.8 | 12 | -4 | 14 | 101 | -20
Cc1ccc2oc(C(=O)N3CCN(CC(=O)NC(C)C)CC3)c(C)c2c1 | -29 | -4.7 | 2 | -3.3 | 10 | -1 | 11 | 102 | 14
Cc1ccc2c(c1)N(CCCC(=O)NCCCN1CCCC1=O)C(=O)CO2 | -15 | -3.8 | -4 | -4.1 | 14 | -6 | 0 | 102 | -2
CC(C)c1nc2sc3c(=O)[nH]cnc3c2c2c1CCCC2 | 1 | 0.8 | -3 | -2.7 | 27 | -4 | 17 | 97 | 0
Cc1ccc2c(c1)NC(=O)C(CC(=O)NC1CCCCC1C)O2 (centres undefined) | -9 | -5.0 | 3 | -4.2 | 22 | 2 | -4 | 108 | 6
CCc1ccc(C(=O)COC(=O)c2ccc(-c3nnc(-c4ccccc4)o3)cc2)cc1 | -1 | -2.5 | -1 | -2.8 | 5 | 2 | 0 | 96 | 4
Cc1ccsc1C1C(C#N)=C(N)N(N(C)C)C2=C1C(=O)CCC2 (centres undefined) | -2 | -3.6 | 0 | -3.7 | -6 | 3 | -2 | 99 | 2
Cc1nc2ccccc2n1CC(O)COCC1CC=CCC1 (centres undefined) | -2 | 1.1 | 6 | -0.1 | 4 | -7 | -1 | 107 | 9
COCCn1c(SCc2nc3sc(C(=O)OC)c(C)c3c(=O)[nH]2)nc2ccccc21 | -1 | -2.3 | -1 | -0.3 | 5 | 0 | 9 | 101 | -5
Cc1ccc(N2CN=c3s/c(=C\c4cccnc4)c(=O)n3C2)cc1 | -3 | 0.3 | 0 | -3.3 | 2 | -1 | 23 | 108 | -1

Record cards, from the list above.
`Cc1nc2ccccc2n1CC(O)COCC1CC=CCC1` (centres undefined) in the list: DNA FID counter = -2; VIM-2 inhibitor = 1.1; MEKK2mut PB1 HTS = 6; IMP-1 inhibitor = -0.1; NALP1 inh = 4; PfM18AAP inh = -7; SUMO HTRF inh = -1; MEKK2wt PB1 HTS = 107; HCV NS3 hel inh = 9
`CSCCC(NC(=O)c1ccc(Cl)cc1)C(=O)OCC(=O)c1ccc[nH]1` (centres undefined) in the list: DNA FID counter = -10; VIM-2 inhibitor = -3.3; MEKK2mut PB1 HTS = 6; IMP-1 inhibitor = -4.1; NALP1 inh = 37; PfM18AAP inh = -2; SUMO HTRF inh = 2; MEKK2wt PB1 HTS = 89; HCV NS3 hel inh = 8

Remaining list, next part.
SMILES | DNA FID counter | VIM-2 inhibitor | MEKK2mut PB1 HTS | IMP-1 inhibitor | NALP1 inh | PfM18AAP inh | SUMO HTRF inh | MEKK2wt PB1 HTS | HCV NS3 hel inh
COc1cccc(N2CCN(C(=O)c3c(C)nn(-c4ccccc4)c3C)CC2)c1 | -44 | -0.2 | -3 | -4.2 | 8 | -4 | 6 | 100 | 17
CSc1ccc(/C=N/NC(=O)c2ccc(O)cc2)cc1 | -2 | -0.5 | 1 | -3.3 | 25 | 0 | 3 | 106 | 3
O=C1COCCOCCOCCOCC(=O)NCCN1 | -4 | -2.7 | -2 | -3.4 | -1 | 1 | 5 | 93 | -6
CCn1c(=O)c(C(=O)NNC(=O)c2ccccc2Br)c(O)c2ccccc21 | -24 | -1.0 | -3 | -4.8 | -7 | 13 | -1 | 94 | 4
COc1ccc(/C=C2/SC(=S)N(CCCC(=O)Nc3ccccc3C(=O)O)C2=O)cc1 | 21 | -1.5 | 9 | -1.9 | 3 | 7 | 9 | 103 | -23
Cc1[nH]c2ccccc2c1C(C[N+](=O)[O-])c1ccco1 (centres undefined) | -3 | -3.8 | -3 | -3.0 | 20 | 6 | 28 | 96 | -6
CCc1ccc2c(c1)c(N=NC1=NC(=O)CS1)c(O)n2CC | -26 | 1.8 | 0 | -3.3 | 8 | 14 | 7 | 101 | 11
COc1ccc(S(=O)(=O)NCC2CCCN(C(=O)CC3CCCC3)C2)cc1 (centres undefined) | -27 | 1.8 | -8 | -1.4 | 3 | -2 | 23 | 87 | 4
Cn1c(Cl)nc2ccccc21 | 1 | -3.1 | 2 | -2.7 | 2 | -2 | 15 | 102 | 2
CC1CCCCN1CC(=O)Nc1ccc(N2CCCCCC2)cc1 (centres undefined) | 27 | -0.8 | -4 | -3.6 | 21 | 7 | -13 | 118 | -57
N=c1n(CC(=O)O)c2ccccc2n1Cc1ccccc1Cl | -11 | 2.6 | 0 | 2.8 | -2 | -11 | 11 | 104 | 19
O=C(O)/C=C/C(=O)Nc1c(F)cccc1F | -3 | -1.0 | 3 | -2.8 | 20 | -9 | 15 | 100 | 2
COc1ccc2c(c1)CCCC2NS(=O)(=O)OCC(Cl)(Cl)Cl (centres undefined) | -14 | -1.2 | 4 | -3.0 | 21 | -7 | -4 | 101 | 6
CCOC(=O)C1(Cc2ccccc2)CCN(Cc2ccc(C3CCCCO3)s2)CC1 (centres undefined) | -4 | -0.9 | -6 | -1.3 | -2 | -1 | -4 | 93 | -15
C=CCN(c1ccccc1)S(=O)(=O)c1ccc2c(c1)oc(=O)n2C | -6 | -1.9 | 11 | -4.7 | -11 | 1 | 20 | 104 | -5
O=C(Nc1cccc(NC(=O)c2ccco2)c1)c1cccc(Br)c1 | -14 | -2.8 | 9 | -2.3 | 7 | 2 | 2 | 110 | -4
CN(C)CCNc1ccc(-c2nn(C)c(=O)c3ccccc23)cc1[N+](=O)[O-] | 13 | 79* | 0 | -4.1 | 12 | -8 | 6 | 97 | -8
CC(=O)Nc1ccc(NC(=O)CS(=O)(=O)c2cn(CC(=O)N3CCC(C)CC3)c3ccccc23)cc1 | -42 | -0.6 | 1 | -2.2 | 5 | -1 | 2 | 94 | -2
CC(=O)N1N=C(c2ccc(Br)cc2)CC1c1cn(C)c2ccccc12 (centres undefined) | -18 | -2.9 | -1 | -3.6 | 42 | -2 | -4 | 92 | -13
CCCC(=O)NC(c1ccc(N(C)C)cc1)c1c(O)ccc2ccccc12 (centres undefined) | -7 | -2.8 | -1 | -1.7 | 32 | -6 | -18 | 96 | -3
CCOc1ccc2c(c1)c(C(C)=O)c(C)n2-c1ccccc1 | -24 | -3.3 | 4 | -0.6 | 9 | 2 | 9 | 99 | -3
CC(=O)OCc1nc2sc3c(c2c(=O)[nH]1)CCCC3 | -3 | 1.7 | 2 | -4.7 | 1 | -1 | -10 | 105 | 1
COc1ccc(OCc2cc(C(=O)N(C)Cc3nccn3C)no2)c2ccccc12 | -11 | 5.7 | 3 | -3.6 | -3 | 10 | 1 | 105 | -5
CN(CCO)c1cc(N2CCN(C(=O)c3ccco3)CC2)c2nonc2c1[N+](=O)[O-] | 1 | 2.6 | -1 | -1.8 | 5 | 14 | 9 | 100 | 6
Cc1ccc2nc3nc(NCC4CCCO4)c(C(=O)NC4CCCCC4)cc3c(=O)n2c1 (centres undefined) | 1 | 0.4 | -4 | -1.8 | 17 | 1 | 14 | 98 | 1
O=C(C1CCCN(S(=O)(=O)c2ccccc2)C1)N1CCCCC1 (centres undefined) | -15 | 1.6 | -1 | -0.6 | 11 | 2 | -8 | 94 | 5
O=C(COc1ccccc1)Nc1ccc(N2CCN(C(=O)c3ccco3)CC2)cc1 | -30 | 0.5 | -10 | -1.7 | 4 | -2 | 7 | 83 | -26
C=CCn1c(SCc2cc(=O)n3cc(C)ccc3n2)nnc1-c1cccc(C)c1 | -41 | -3.7 | -2 | -4.2 | . | 9 | 18 | 101 | -8
COc1ccc(C(=O)Nc2cccc3ccccc23)cc1 | -6 | -1.7 | 5 | -3.7 | 14 | 3 | -1 | 101 | -3
CCc1c(C)sc(NC(=O)Cn2nc(C)c([N+](=O)[O-])c2C)c1C(N)=O | 3 | -0.1 | -4 | -0.7 | 0 | 4 | 16 | 102 | -6
CCSc1nc(N)c2c3c(sc2n1)CN(C)CC3 | 17 | 8.5* | 7 | 0.0 | 29 | 9 | 7 | 98 | -6
O=S(=O)(c1ccc(Cl)cc1)c1nc(-c2ccccc2F)oc1NCCCN1CCOCC1 | -1 | 1.1 | 5 | -0.1 | 21 | 0 | 16 | 115 | -25
O=C(O)Cn1nc(-c2ccc(Cl)cc2)ccc1=O | -4 | -4.4 | 2 | -0.6 | 0 | -4 | -7 | 102 | 5
CCCOC1CCCN(C(=O)c2ccc3oc(C(C)C)nc3c2)C1 (centres undefined) | -46 | -0.4 | 6 | -3.7 | 2 | 0 | -3 | 108 | -8
CCOc1ccc(-c2nnn(CC(=O)NCc3ccco3)n2)cc1 | -8 | -2.7 | -12 | -2.1 | 14 | 4 | 24 | 72 | 6
CCc1nnc(NC(=O)CSc2nnc(COc3cccc(C)c3)o2)s1 | -29 | -1.1 | -1 | -1.8 | -27 | 47* | -6 | 107 | 12
Cc1ccc(NC(=O)Cn2nnc(C(=O)NCc3ccc(Cl)cc3)c2N)cc1F | -2 | -4.9 | 0 | 0.4 | -1 | -1 | 26 | 101 | -2
NNC(=O)CN(CCc1ccccc1)S(=O)(=O)c1ccc(Cl)cc1 | -27 | -3.2 | -1 | -4.3 | 4 | 0 | -3 | 94 | 12
CCCCN1CN(S(=O)(=O)c2ccc(OC)cc2)c2nc3ccccc3nc21 | -21 | -1.7 | 0 | -0.8 | 8 | -2 | 24 | 95 | -1
Cc1cc(C(=O)O)cc(S(=O)(=O)N2CCOCC2)c1C | 1 | -5.0 | 1 | -4.3 | 32 | -2 | 10 | 103 | 2
O=C(Nc1ccccc1[N+](=O)[O-])c1cc2ccccc2nc1Cl | -2 | -3.4 | 1 | -2.9 | . | -10 | 27 | 106 | 0
CC(=O)Nc1cc(C(=O)N2CCCC2)ccc1S(=O)(=O)c1ccc(Cl)cc1 | -9 | -3.4 | -1 | -3.1 | 3 | -4 | -9 | 95 | 2
COc1ccc(S(=O)(=O)NC(C)C(=O)N2CCCCCC2)cc1 (centres undefined) | -10 | -0.8 | 13 | -2.1 | 13 | -5 | 10 | 100 | -1
O=C(NCc1ccco1)/C(=C\c1ccc(F)cc1)NC(=O)c1ccco1 | -13 | 0.8 | -9 | 0.0 | 17 | -2 | 1 | 82 | 26
CC(=O)Nc1nc(SCc2ccc(Cl)cc2Cl)n[nH]1 | -7 | -1.0 | -8 | -2.4 | 1 | 3 | -4 | 96 | 20
COc1ccccc1N1CCN(C(=O)c2cc3n(n2)C(C(F)(F)F)CC(c2ccco2)N3)CC1 (centres undefined) | -43 | 0.9 | 7 | -1.8 | -2 | -1 | 10 | 102 | 11
